Screening results: PubChem, several laboratories
NPY-Y2 PAM-ag = potentiates or activates human NPY-Y2 receptor. 220,000 compounds, 0.45% hits. cells expressing NPY-Y2, potentiator/agonist read-out. P49146. activation, % at 3.6 µM. AID 1359; in the data active = activation above about 27%;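 note: cells stimulated with NPY near EC25 plus isoproterenol at EC100; 0% = vehicle plus submaximal agonist and 100% = vehicle plus saturating agonist; some results beyond the cut were filed as inactive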
NPY-Y1 PAM-ag = potentiates or activates human NPY-Y1 receptor; 220,000 compounds, 0.37% hits; activation, % at 3.6 µM; NPY-Y1 expressing cells, potentiator/agonist activation; P25929; AID 1304; in the data active = activation above about 33%, passing the limit was not always enough;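 note: cells stimulated with NPY at EC10 then isoproterenol at EC100; 0% = low agonist plus stimulus and 100% = saturating agonist plus stimulus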
Target sequence (P25929 whole entry, looked up): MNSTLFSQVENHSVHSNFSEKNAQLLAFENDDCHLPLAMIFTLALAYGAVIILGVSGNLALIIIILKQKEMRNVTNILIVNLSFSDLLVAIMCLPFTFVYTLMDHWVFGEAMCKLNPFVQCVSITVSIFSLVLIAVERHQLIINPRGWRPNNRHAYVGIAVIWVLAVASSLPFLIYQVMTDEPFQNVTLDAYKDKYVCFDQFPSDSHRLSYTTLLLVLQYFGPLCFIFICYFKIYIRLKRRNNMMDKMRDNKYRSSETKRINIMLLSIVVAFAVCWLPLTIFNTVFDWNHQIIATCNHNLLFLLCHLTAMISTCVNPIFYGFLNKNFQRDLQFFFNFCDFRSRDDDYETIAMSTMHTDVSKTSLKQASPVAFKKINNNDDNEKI
Hck Nef HTS = blocks Nef-activated human Hck kinase; inhibition, % at 20 µM; 220,000 compounds, 0.68% hits; P08631; Recombinant Hck-YEEI plus Nef, Z-Lyte FRET kinase assay;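 active = Hck-Nef kinase inhibition above about 50%, limit read from the data; inactive = inhibition below that limit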;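 note: 0% = DMSO with Hck plus Nef and 100% = Hck alone without Nef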
Runt-SMMHC FRET = Runt domain-CBFb-SMMHC interaction inhibition. Cerulean-Runt/Venus-CBFb-SMMHC FRET ratio 530/480, 1 h. Q01196+Q13951. inhibition, % at 20 µM. 220,000 compounds, 0.74% hits;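 active = mean inhibition across duplicate retests at 20 µM reaching about 50%, limit read from the data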;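 note: 0% = DMSO wells and 100% = wells with excess untagged CBFb-SMMHC; inhibitors lower the FRET ratio by blocking Runt binding to CBFb-SMMHC; some results filed as inactive read as strong as hits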
Target sequence (Q01196 whole entry, looked up, the tested form may be a part): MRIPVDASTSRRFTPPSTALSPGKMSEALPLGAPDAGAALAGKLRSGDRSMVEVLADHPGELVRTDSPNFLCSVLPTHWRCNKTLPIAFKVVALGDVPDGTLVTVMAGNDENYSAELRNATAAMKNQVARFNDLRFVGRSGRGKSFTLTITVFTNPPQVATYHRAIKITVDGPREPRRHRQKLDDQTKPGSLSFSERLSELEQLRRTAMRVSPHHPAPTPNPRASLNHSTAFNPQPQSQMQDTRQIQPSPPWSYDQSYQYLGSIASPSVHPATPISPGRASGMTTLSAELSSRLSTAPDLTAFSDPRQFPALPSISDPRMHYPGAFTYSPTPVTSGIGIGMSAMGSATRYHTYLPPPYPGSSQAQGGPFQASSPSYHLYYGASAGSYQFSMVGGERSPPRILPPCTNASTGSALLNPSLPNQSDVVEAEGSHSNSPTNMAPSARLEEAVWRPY
Target sequence (Q13951 whole entry, looked up, the tested form may be a part): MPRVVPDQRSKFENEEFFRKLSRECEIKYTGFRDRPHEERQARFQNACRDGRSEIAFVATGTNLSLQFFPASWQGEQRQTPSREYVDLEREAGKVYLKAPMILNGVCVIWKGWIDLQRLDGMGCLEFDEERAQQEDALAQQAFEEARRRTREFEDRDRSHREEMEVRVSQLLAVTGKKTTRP
p97 inhibitor = human p97 ATPase inhibition. P55072. recombinant p97 ATPase, Kinase-Glo ATP luminescence, 3 h. inhibition, % at 8 µM. 220,000 compounds, 0.42% hits. AID 1481; in the data active = inhibition above about 15%;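 note: 0% = DMSO vehicle and 100% = wells lacking enzyme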
Runt-CBFb FRET = blocks binding of human RUNX1 Runt domain to CBFb; Q01196+Q13951; Cerulean-Runt/Venus-CBFb FRET ratio 530/480, 1 h; inhibition, % at 20 µM; 220,000 compounds, 0.46% hits; AID 1496;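 active = inhibition over about 50% at 20 µM in the single-dose screen, limit read from the data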;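 note: 0% = DMSO wells and 100% = excess unlabeled CBFb competitor control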
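test system = Cerulean-Runt domain fusion protein, energy donor | probe or stimulus = Venus-CBFb binding partner, 100 nM | incubation = two 1 h room-temperature incubations shielded from light | detection = fluorescence energy transfer, 422 nm excitation, 530/480 nm emission | measure = loss of energy transfer signal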
MDM2 E3 inh = inhibitors of human Mdm2 E3 ubiquitin ligase | cell-based MDM2 ubiquitination luciferase reporter, 2 h; 0 = plate control, 100 = twice control, blank-subtracted | signal enhancement, % at 5 µM | 210,000 compounds, 0.11% hits | AID 1230;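 active = signal enhancement of 30% or more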;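 note: luminescence tracks abundance of the self-degrading MDM2-luciferase fusion protein; higher signal means inhibition of MDM2 E3 ligase activity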
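System: stable MDM2–luciferase fusion reporter cells / Input: 2000 cells seeded into each well / Schedule: 4 h settle plus 2 h compound, 37 °C / Compound: single-point 5 µM / Buffer or medium: cells held in DMEM / Benchmarks: control and blank well means / Evaluation: percent signal gain over controls, blank-subtracted / Measured by: luciferase luminescence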
NPY Y1 blocker = antagonists of human neuropeptide Y receptor Y1. 200,000 compounds, 1% hits. inhibition, % at 3.6 µM. P25929. HEK293-CNG Y1 cells, membrane potential fluorescence; NPY at EC95, then isoproterenol;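 active = inhibition above the campaign mean inhibition of all tested compounds plus 3 SD, cut at about 20% in these data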;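 note: 0% = DMSO wells given NPY plus isoproterenol and 100% = isoproterenol alone without NPY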
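System: HEK293 cells with Y1 receptor plus CNG channel / Probe or stimulus: NPY 25 nM then isoproterenol 1 µM plus Ro 20-1724 25 µM / Compound: one concentration, 3.6 µM, in 0.4% DMSO / Schedule: compound incubation 1 h at room temperature, readout 45 min post-stimulation / Measured by: membrane potential fluorescence / Read-out: % inhibition of NPY effect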
RBBP9 inh = blocks human serine hydrolase RBBP9. inhibition, % at 7.94 µM. O75884. recombinant RBBP9, FP-Rh probe fluorescence polarization. 220,000 compounds, 0.2% hits;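 active = inhibition above the campaign mean of all tested compounds plus 3 SD, cut at about 14% in these data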;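 note: plate controls were DMSO wells with RBBP9 for no effect and wells lacking RBBP9 protein for full effect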
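Measured by – fluorescence polarization · Test system – RBBP9 protein · Input – 2.5 µM RBBP9 dispensing solution, before mixing · Measure – percent inhibition from mP, scaled between DMSO and no-protein wells · Benchmarks – DMSO-treated enzyme wells and wells lacking RBBP9 · Times – preincubation 30 min plus labeling 45 min at 25 °C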
* marks the source's active call; other numbers are inactive results; · = not tested or not shown.

SMILES	NPY-Y2 PAM-ag	NPY-Y1 PAM-ag	Hck Nef HTS	Runt-SMMHC FRET	p97 inhibitor	Runt-CBFb FRET	MDM2 E3 inh	NPY Y1 blocker	RBBP9 inh
CCOC(=O)C1=C(c2ccccc2)OC(N)=C(C#N)C1c1cccnc1 (configuration not stated)	-19	18	20	-2	6	0	-19	-1	-4
Cc1cc(=O)n2c(sc3ccccc32)c1C#N	-6	-3	20	2	-3	1	-4	2	-3
O=S(=O)(c1ccc(S(=O)(=O)N2CCCC3(CCCCC3)C2)cc1)N1CCCCC1	8	-10	1	2	-1	-1	-15	2	-8
Cc1nn(C)c(C)c1CNC(=O)/C=C/c1ccccc1F	-9	5	-3	3	1	-1	-5	16	-5
C/C(=N\NC(=O)c1ccncc1)C12CC3CC(CC(C3)C1)C2	2	13	-1	-8	5	-1	2	1	-4
COc1ccc(CCN2C(=O)NC(NC(=O)CC(C)C)(C(F)(F)F)C2=O)cc1OC (configuration not stated)	0	6	2	4	2	-1	-6	-6	-2
OC12CCCCC1C(c1ccc3c(c1)OCO3)N(Cc1ccc(F)cc1)CC2 (configuration not stated)	8	2	-1	-1	-3	-2	-5	15	-6
COC(=O)c1sccc1-c1ccc(/C=N/OC(=O)c2cccs2)o1	4	2	49	2	14	1	2	·	-5
CN(C)CCCN(C(=O)c1ccc2c(c1)CCCC2)c1nc2ccc(Cl)cc2s1	-8	-8	1	-1	5	-1	-10	1	-7
CCOc1ccc(S(=O)(=O)N(CCO)CCO)cc1-c1nc2c(C(C)(C)C)nn(C)c2c(=O)[nH]1	6	6	-2	2	0	-14	3	-1	3
O=c1c2ccccc2[nH]c(=S)n1CCN1CCN(Cc2ccccc2)CC1	-6	-10	5	1	1	1	2	4	-11
O=C(CN1CCOCC1)NCC12CC3CC(CC(C3)C1)C2	19	10	2	2	1	0	-13	1	-8
Cc1ccc(NC(=O)CCN2CCN(CCO)CC2)cc1Br	-5	19	6	-2	4	4	-6	-4	-2
NS(=O)(=O)c1ccc(NC(=O)COC(=O)c2ccc([N+](=O)[O-])s2)cc1	7	9	-40	-1	7	-1	-6	·	-12
COC(=O)c1sc2nc3c(cc2c1N)COC(C)(C)C3	-6	-2	8	-1	-1	4	29	-2	2
O=C(CN(Cc1ccco1)C(=O)c1ccc(Cl)cc1)Nc1c(Cl)cc(Cl)cc1Cl	-4	-15	2	1	-4	0	-8	3	-8
COCCNC(=O)c1ccc(NS(=O)(=O)c2cc(C)ccc2C)cc1	-7	-4	12	-2	2	3	-16	4	3
O=C(CSc1nnc2ccccn12)Nc1ccc2c(c1)OCCO2	-5	-21	0	-2	-1	1	-22	-3	-10
Cc1cccc(/C=C\c2nc3ccccc3c(=O)[nH]2)c1	-4	3	14	-5	3	-2	-9	2	-13
CN(C)CCN(C(=O)/C=C/c1cccs1)c1nc2ccc(F)cc2s1	22	-20	1	0	1	0	-13	8	-7
Cc1ccc(CNC(=O)/C=C/c2ccc(Br)o2)cc1	4	1	3	6	3	21	-8	2	-8
C#CC(C)(CC)NC(=O)Cn1nnc(-c2cccc(C(F)(F)F)c2)n1 (configuration not stated)	-1	-1	-33	-6	1	-1	-6	-2	3
COc1ccccc1N1CCN(C(=O)c2ccc(CN3CCOCC3)cc2)CC1	1	-8	-6	-2	2	0	-4	-1	-5
COc1ccc(-c2noc(CCC(=O)N3CCN(c4cc(C)ccc4C)CC3)n2)cc1	0	-41	2	-3	-3	-4	-4	8	-6
Cc1cc(C)cc(NC(=O)CN(C)S(=O)(=O)c2cnc[nH]2)c1	3	-12	2	1	1	-5	-8	6	-2
CCOc1cc(/C=N/N=C(\N)c2nonc2N)cc(Br)c1OCc1cccc2ccccc12	-7	-25	-4	4	-6	0	·	9	-8
CCOC(=O)N1CCN(C(=O)Cc2cccs2)CC1	-7	-1	-1	0	-2	0	-13	-1	-4
CCOC(=O)COc1ccc2c(=O)cc(-c3ccccc3)oc2c1	1	-11	18	0	2	0	-13	·	-7
COc1ccccc1-c1nnc(Nc2nc3c(OC)cccc3s2)o1	-11	-20	-12	-8	1	2	39*	5	-9
CCOC(=O)N1CCN(C(=O)COc2ccccc2[N+](=O)[O-])CC1	-3	-14	24	-5	4	0	-29	-5	-2
CCN(CC)c1ccc(/C=N/N2CCOCC2)cc1	-6	1	2	1	4	1	-46	2	-3
O=C(Nc1nccs1)C(NS(=O)(=O)c1ccc(Br)s1)c1ccccc1 (configuration not stated)	10	5	-21	2	7	-1	-7	7	-13
COC(=O)c1ccc(-n2c(C)cc(C(=O)CSc3cccc[n+]3[O-])c2C)cc1	-7	5	30	1	0	-2	-13	6	-7
COc1ccc(-c2nnc(SCc3cccc(C#N)c3)o2)cc1	0	-41	8	-3	0	1	-1	1	-10
CC(C)Cn1c([N+](=O)[O-])nc2c1c(=O)[nH]c(=O)n2C	11	-13	16	3	8	17	-1	·	-3
O=C(CCS(=O)(=O)Cc1ccccc1)N1CCc2ccccc2C1	-5	8	4	1	0	0	-28	8	-6
CCCCn1c(SCC(=O)Nc2nc(C)cs2)nnc1-c1cccnc1	6	-13	0	3	1	0	-21	7	8
O=C(CSc1nc2ccccc2[nH]1)NC1CCS(=O)(=O)C1 (configuration not stated)	2	5	0	0	-6	0	-22	1	-10
C[N+](C)(C)CCCCCCCCCC[N+](C)(C)C	9	-16	-5	-1	7	0	·	0	-5
CC(C)C(=O)Nc1nnc(CCc2nnc(NC(=O)C(C)C)s2)s1	7	12	2	-2	2	-2	3	2	-1
CCOc1ccc2nc(N(CCN(CC)CC)C(=O)c3cccc([N+](=O)[O-])c3)sc2c1	5	0	8	-3	1	2	-3	3	-5
CN(C)S(=O)(=O)Oc1ccc(Cl)cc1C(=O)Nc1ccc(F)cc1F	-9	-22	-3	0	2	2	-13	14	0
CN1CCN(c2ccc(CNC(=O)c3cc4ccccc4o3)cc2)CC1	-20	6	4	0	7	1	-7	·	2
COc1cccc(S(=O)(=O)Nc2cccc(C(=O)N3CCOCC3)c2)c1	-2	-6	4	1	-6	-1	2	-1	-5
Brc1ccc(OCc2nnc3n2CCC3)cc1	-15	-6	-17	4	-3	2	2	-1	-1
COC(=O)c1ccc(/C=N/Nc2nc(-c3ccccc3)cs2)cc1	-14	-16	2	-50	4	5	4	2	-6
C=CCn1c(Cc2ccc(OC)cc2)nnc1SCc1nc2ccccc2c(=O)[nH]1	-4	0	0	-2	-2	-1	-14	-6	-2
Cc1ccc(OC(=O)c2cccc(S(=O)(=O)N(C)C)c2)c(-n2nc3ccccc3n2)c1	-21	-14	1	-4	-13	1	-11	11	-18
CCOC(=O)c1nnn(-c2nonc2N)c1COc1ccc(F)cc1	-10	-30	1	-1	1	1	-10	18	0
O=C(CSc1nc2ccccc2c(=O)n1Cc1ccccc1)NCc1ccco1	7	11	1	-1	2	0	-15	0	-7
Cc1cccc2sc(N(CCCN(C)C)C(=O)CCc3ccccc3)nc12	3	10	3	-1	2	2	-14	7	0
O=C(O)C1CC(=O)N(c2ccc(F)c(F)c2)C1 (configuration not stated)	-1	-9	7	1	0	2	-12	2	10
O=C1CC(c2ccccc2)CC(O)=C1C=NCc1ccncc1 (configuration not stated)	0	7	5	-2	2	2	-36	3	0
CS(=O)(=O)N1CCN(c2ccc(NC(=S)NC(=O)c3ccccc3[N+](=O)[O-])cc2)CC1	-12	2	24	-3	6	1	-6	-1	3
Cc1nc(-c2cccc(NC(=O)C3CCCCC3)c2)cs1	14	6	6	-3	2	2	-12	10	1
CN(Cc1ccc2nonc2c1)Cc1nc(Cc2cccc(F)c2)no1	-30	-23	-12	-7	3	0	-16	7	-8
CCOc1ccc(CN(Cc2ccco2)C(c2cccs2)c2nnnn2C(C)(C)C)cc1 (configuration not stated)	4	11	0	3	-4	0	-5	17	4
CC(=N\Nc1ccccc1)/C(=N/O)C(=O)Nc1ccccc1	5	10	-1	0	0	-1	-15	2	-3
CCCCn1c(SCC(=O)Nc2sc3c(c2C(N)=O)CCC3)nnc1-c1ccccc1	-4	5	2	·	5	·	·	5	-3
CC(C)(C)n1nc(-c2ccc(F)cc2)c2c(N)ncnc21	7	1	109*	-68	4	2	0	-5	-6

(cont.)
SMILES	NPY-Y2 PAM-ag	NPY-Y1 PAM-ag	Hck Nef HTS	Runt-SMMHC FRET	p97 inhibitor	Runt-CBFb FRET	MDM2 E3 inh	NPY Y1 blocker	RBBP9 inh
CC(=O)N(CCC(Cc1ccccc1)c1ccco1)Cc1ccco1 (configuration not stated)	-10	-7	32	-3	-6	-2	·	·	-10
Cc1cc(=O)n2nc(N3CCCC(C(=O)NCCC4=CCCCC4)C3)sc2n1 (configuration not stated)	-3	-16	-4	0	0	-1	-15	9	-7
Cc1nc([N+](=O)[O-])c(N2CCN(Cc3ccccc3)CC2)n1Cc1ccccc1	-6	-16	1	4	-3	2	-17	17	-1
O=C(O)CCc1ccc(-c2cccs2)n1Cc1ccco1	-15	-1	-26	17	-4	21	-22	12	2
CN1CCc2cc3c(c4c2[C@H]1[C@H](O)c1ccccc1-4)OCO3	4	5	-2	79	3	-150	·	1	-3
COc1ccc2cc(C(=O)C3CCCN(C(=O)/C=C/c4ccccn4)C3)ccc2c1 (configuration not stated)	-18	-14	3	0	1	-1	7	11	-1
CC(C)(C)NC(=O)COC(=O)CCC(=O)c1ccc(F)cc1	0	-20	-34	0	-7	-2	-92	5	-2
Cc1cc(C)n(-c2nc3ccccc3nc2Nc2ccc(CC(=O)O)cc2)n1	0	-1	16	4	-3	1	-8	0	-8

5 records drawn at random from those above:
SMILES	NPY-Y2 PAM-ag	NPY-Y1 PAM-ag	Hck Nef HTS	Runt-SMMHC FRET	p97 inhibitor	Runt-CBFb FRET	MDM2 E3 inh	NPY Y1 blocker	RBBP9 inh
CN1CCc2cc3c(c4c2[C@H]1[C@H](O)c1ccccc1-4)OCO3	4	5	-2	79	3	-150	·	1	-3
COc1ccc2cc(C(=O)C3CCCN(C(=O)/C=C/c4ccccn4)C3)ccc2c1 (configuration not stated)	-18	-14	3	0	1	-1	7	11	-1
CC(=O)N(CCC(Cc1ccccc1)c1ccco1)Cc1ccco1 (configuration not stated)	-10	-7	32	-3	-6	-2	·	·	-10
O=C(O)CCc1ccc(-c2cccs2)n1Cc1ccco1	-15	-1	-26	17	-4	21	-22	12	2
Cc1cc(=O)n2nc(N3CCCC(C(=O)NCCC4=CCCCC4)C3)sc2n1 (configuration not stated)	-3	-16	-4	0	0	-1	-15	9	-7
